INS-1E GSIS act: GLuc luminescence reporter in INS-1E cells, primary screen for activators of glucose-dependent secretion of insulin; INS-1E GLuc reporter insulin secretion, 2-3 h; activation, % at 16.6 µM; actives 0.61% (n = 370,000);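 active means lowest replicate activation of at least 40%, so every replicate reaches that level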;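 further: 0% = median of neutral control wells and 100% = median of IBMX positive control wells; some compounds called inactive have numbers as strong as hits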
FN deposit inh: fibronectin deposition inhibition. AH1F fibroblasts, Alexa488-fibronectin deposition fluorescence, overnight. inhibition, % at 12.6 µM. actives 0.086% (n = 350,000);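 active means mean inhibition across replicates of 30% or more, regardless of how many single replicates reach that level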;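 further: positive control wells lacked labelled fibronectin entirely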
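Assay system: AH1F fibroblast monolayer, labelled fibronectin deposition. Amount: 10000 cells per well. Also added: labelled fibronectin 24 nM. Compound: single-point pinned compound. Incubation: cell attachment 1 h, compound and FN exposure overnight. Detection: fluorescence after three HBSS washes, excitation 485 nm, emission 525 nm. Read-out: inhibition of fibronectin deposition signal.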
Active calls of the source: *. Some of the compounds tested (hit frequency here may not be typical).

Values run as follows: INS-1E GSIS act	FN deposit inh
> COc1ccc(NC(=O)c2cc3c(=O)n(C)c4ccccc4c3s2)cc1OC
    25	2
> CCOC(=O)c1nn(-c2ccccc2)c2nnc(Cc3ccc(Cl)cc3)c(=O)n12
    -10	4
> COc1ccc(NC(=O)CSc2ccc(F)cc2)cc1S(=O)(=O)N1CCCCC1
    -18	-1
> O=C(CN1CCN(S(=O)(=O)c2ccc(Br)cc2)CC1)N/N=C/c1cccs1
    -13	6
> COc1cc(C(=O)N/N=C/c2cc([N+](=O)[O-])cs2)cc(OC)c1OC
    -4	-9
> CCCCCCCC(=O)N/N=C(\C)c1ccc(O)cc1O
    2	2
> CCOC(=O)c1c(-c2ccccc2)csc1NC(=O)/C(C#N)=C/c1ccc(OC)c(OC)c1
    31	-7
> CCCCn1c(/C=N/Nc2nc3ccccc3[nH]2)nc2ccccc21
    -5	-13
> COc1ccccc1CNC(=O)CCCc1ccccc1
    -5	-4
> CCCNC(=O)N1CC2(CN(C(=O)CN(C)C)C2)c2c(n(C)c3cc(OC)ccc23)[C@H]1CO
    2	-9
> COCC(=O)Nc1ccc2c(c1)C(=O)N(C)[C@H]1CC[C@H](CC(=O)NCCc3ccncc3)O[C@@H]1CO2
    -7	-14
> C/C=C/c1cnc2c(c1)C(=O)N([C@@H](C)CO)C[C@@H](C)[C@H](CN(C)CC1CCOCC1)O2
    1	4
> CC1CN(S(=O)(=O)c2cccc(C(=O)OC/C(O)=C(\C#N)c3nc4ccccc4[nH]3)c2)CC(C)O1 (centres undefined)
    -21	-6
> O=C(CCCCCNc1nc(=S)[nH]c2ccccc12)NCCc1ccccc1
    -8	1
> O=C(COC(=O)c1ccccc1NS(=O)(=O)c1cccs1)NC1CCCCC1
    -17	-4
> CCN1CCN(c2ccc(NC(=O)c3ccc4c(c3)[nH]c(=O)n4Cc3ccc(OC)cc3)cc2)CC1
    12	12
> CCC(C)c1ccccc1NC(=O)COC(=O)c1ccc2c(c1)S(=O)(=O)c1ccccc1C2=O (centres undefined)
    -23	6
> CCCN(CC(=O)Nc1ccc(Cl)cc1Cl)C(=O)/C=C/c1ccco1
    -34	6
> Nc1cccc(C2=Nc3cccc4cccc(c34)N2)c1
    4	2
> CC(=O)Nc1ccc(C(=O)NCCc2ccccc2)cc1
    5	6
> CCC(C)c1ccc(S(=O)(=O)N2CC(=O)Nc3ccccc32)cc1 (centres undefined)
    -10	6
> CCOC(=O)C1=C(C)NC(=O)NC1c1ccc(Br)o1 (centres undefined)
    1	-2
> S=C(NC1CCCCC1)N1CCN(C/C=C/c2ccccc2)CC1
    -23	-3
> CC(C)[C@@H]1C(=O)N[C@@H](c2cccc(Cl)c2)CC=CC[C@@H](C)Oc2ccccc2C(=O)N1C (mixture of isomers)
    -18	-13
> N#CCCn1nc(-c2ccc(Cl)cc2)cc1Nc1ccccc1NC(=O)C(F)(F)F
    3	-5
> Cc1ccc(NCc2n[nH]c(=S)n2-c2ccccc2)cc1Cl
    6	-10
> CC(C)C(=O)NC(=S)N(Cc1ccccc1)Cc1ccccc1
    -12	7
> COc1ccccc1/C=C(/C(=O)OCC(=O)N(C)Cc1ccccc1)c1ccccc1
    -16	1
> CNC[C@H]1Oc2ccc(NS(C)(=O)=O)cc2CC(=O)N(C)C[C@@H]1C
    4	-11
> CC(=O)c1ccc(NC(=O)c2ccc(S(=O)(=O)c3ccccc3)cc2)cc1
    -2	-2
> Cc1ccc(-n2[nH]c3c4c(ccc3c2=O)C(=O)c2ccccc2C4=O)cc1
    -4	1
> CCCn1c(SC(C(=O)Nc2cc(C)ccc2OC)c2ccccc2)nc2ccccc2c1=O (centres undefined)
    -12	-3
> COc1ccc(CCNC2CC(=O)N(C)C2=O)cc1OC (centres undefined)
    18	1
> CCOc1ccccc1NC1=C(Cl)C(=O)N(c2ccc(OC)cc2)C1=O
    6	4
> O=C(NNC(=O)c1ccccc1-c1ccccc1C(=O)O)c1cccc([N+](=O)[O-])c1
    5	-5
> COC(=O)c1ccc(OC)c(-c2c(OC)cc(OC)cc2OC)c1
    19	-3
> O=C(CN1C(=O)c2ccccc2C1=O)NCCc1c[nH]c2ccc(Cl)cc12
    -16	1
> COc1ccc(/C=N/Nc2nncc3ccccc23)c(OC)c1
    16	6
> C[C@H](CO)N1C[C@H](C)[C@@H](CN(C)C(=O)Nc2ccccc2C(F)(F)F)OCc2ccccc2-c2ccccc2C1=O
    -13	-7
> Cc1ccc2nc(NC(=O)c3cc(-c4ccco4)nc4ccccc34)sc2c1
    0	-1
> Cc1cccc(NC(=S)NNc2ncc(C(F)(F)F)cc2Cl)c1
    -30	-13
> CC(=O)c1ccc(OC(C)C)c(CSC(=N)N)c1
    1	6
> O=C(c1cc([N+](=O)[O-])ccc1N1CCCCC1)N1CCCC1
    0	11
> CC(C)NC(=O)N(C)C[C@H]1Oc2c(NC(=O)Cn3cnnn3)cccc2C(=O)N([C@H](C)CO)C[C@@H]1C
    -4	-7
> O=C(CN1C(=O)S/C(=C/c2cc(Br)cs2)C1=O)N1CCOCC1
    7	-3
> CCCCN=C1C([N+](=O)[O-])=CC=C2C1=NC1(CCCCC1)N2O
    9	-3
> CCOc1cc(C(=O)Nc2ccc(C)cc2C)ccc1OCC(=O)N1CCCCC1
    -9	11
> COC(=O)CNC(c1ccccc1)c1cc(C)ccc1NC(=O)c1cccc(Cl)c1 (centres undefined)
    -9	1
> CCCCn1cnc(C(=O)OCC)c1N
    19	-2
> C/C(=N\NC(=O)c1ccc(NS(=O)(=O)c2cccs2)cc1)c1ccc(Cl)cc1
    -17	2
> Cc1ccc(S(=O)(=O)N2CCN(CC(=O)N/N=C/c3ccc(C)o3)CC2)cc1
    10	-7
> CNC(=O)CN(c1cc([N+](=O)[O-])ccc1OC)S(C)(=O)=O
    40	-3
> O=C(NN1C(=O)C2C3C=CC(C3)C2C1=O)c1cccc(Cl)c1 (centres undefined)
    -4	4
> CC1(C)CC(=O)C(N=Nc2ccc(S(=O)(=O)N3CCCCCC3)cc2)=C(O)C1
    -23	5
> COc1ccc(NC(=O)N(C)C[C@H]2OCc3ccccc3-c3ccccc3C(=O)N([C@@H](C)CO)C[C@@H]2C)cc1
    -12	-13
> COc1cc(OC)c(-c2noc(C(=O)OC(C)(C)C)c2C(=O)OC(C)(C)C)c(OC)c1
    -17	-5
> COc1ccccc1-n1c(-c2cn(C)nc2C)n[nH]c1=S
    14	7
> CCC(C(=O)OCC(=O)Nc1ccc(C(N)=O)cc1)c1ccccc1 (centres undefined)
    -6	-1
> COc1cccc(C(=O)COC(=O)c2ccc(NC(C)=O)cc2)c1
    16	2
> Cc1ccc(N2C(=O)N(Cc3ccccc3C)c3ccccc3S2(=O)=O)cc1
    -18	1

Random excerpt: 3 compounds from above
Values run as follows: INS-1E GSIS act	FN deposit inh
> Cc1ccc2nc(NC(=O)c3cc(-c4ccco4)nc4ccccc34)sc2c1
    0	-1
> O=C(CN1C(=O)S/C(=C/c2cc(Br)cs2)C1=O)N1CCOCC1
    7	-3
> COc1ccc(/C=N/Nc2nncc3ccccc23)c(OC)c1
    16	6

Further structures
Molecule | INS-1E GSIS act | FN deposit inh
CCOC(=O)c1c(C)nc(SC)c(C#N)c1-c1ccccc1 | 1 | 2
CC(=O)Nc1ccc2c(c1)CC(=O)N(C)C[C@H](C)[C@@H](CN(C)C)O2 | -2 | -10
CCc1ccc(OCC(=O)N/N=C(\C)c2ccc3c(c2)OCCO3)cc1 | -5 | 3
CC(=O)N1c2ccccc2Nc2ccccc21 | -1 | 8
Cc1c([N+](=O)[O-])ccc(S(=O)(=O)N2CCC(C(N)=O)CC2)c1C | -2 | 4
O=C(/C=C/NCc1ccc(F)cc1)c1ccccc1 | 1 | 7
C[C@@H]1CN([C@H](C)CO)C(=O)c2ccccc2-c2ccccc2CO[C@@H]1CN(C)C(=O)c1cc(Cl)cc(Cl)c1 | 4 | -2
CC1Nc2ccccc2C(=O)N1NS(=O)(=O)c1ccccc1 (centres undefined) | 4 | 3
CCCC/C(C)=N/NC(=O)NC1CCCCC1 | 0 | -3
Cc1[nH][nH]c(=O)c1C=Nc1ccc(C(F)(F)F)cc1 | -8 | -10
CCOC(=O)C1CCCN(C(=O)COc2ccc(S(=O)(=O)N(CC)c3ccccc3)cc2)C1 (centres undefined) | -10 | -8
O=[n+]1cc(-c2ccc(Cl)cc2)n([O-])c2c1CCCCC2 | 10 | 8
c1ccc(Oc2cccc(OCCCCN3CCCC3)c2)cc1 | 2 | 4
O=C(N/N=C/c1cccs1)c1ccccn1 | 17 | -5
Cc1ccccc1Oc1nc2ccccn2c(=O)c1/C=C(\C#N)C(=O)Nc1c(C)n(C)n(-c2ccccc2)c1=O | 5 | -9
COc1ccc(NC(=O)c2ccc(COCC(F)(F)F)cc2)cc1OC | 18 | 0
CCOC(=O)C(NC(C)=O)C(=O)Nc1ccc(C(C)C)cc1 (centres undefined) | 4 | -2
Cc1cc(C)nc(NS(=O)(=O)c2ccc(NC(=O)c3ccc(S(=O)(=O)N4CC(C)OC(C)C4)cc3)cc2)n1 (centres undefined) | -11 | -5
O=C(CNC(=O)c1ccncc1)N/N=C/c1cc(Br)ccc1O | -1 | 11
CCOC(=O)C1CCN(C(=O)/C(C)=C\c2ccccc2)CC1 | -4 | 16
Cc1nn(-c2ccccc2Cl)c(Cl)c1/C=N/Nc1cccc(C(=O)O)c1 | -1 | -6
CCOc1ccc(NC(=S)NN(C)C(=S)Nc2ccc(OCC)cc2)cc1 | 3 | -4
CC(=O)Nc1ccc(S(=O)(=O)NNC(=O)COc2ccc(C)cc2)cc1 | 5 | 9
CCCNC(=O)OCC12CC3CC(CC(C3)C1)C2 | 6 | -1
COc1ccc2c(c1)OC/C(=C/c1cccs1)C2=O | -1 | 1
CCCC(=O)Nc1ccc(C(=O)N/N=C/c2ccc[nH]2)cc1 | 8 | -3
O=c1c2ccccc2cnn1Cc1n[nH]c(=S)n1-c1ccc(Cl)cc1 | 38 | 12
CCc1cc2c3c(c1)C1(C(=O)N3C(C)(C)CC2C)C(C#N)=C(N)N2C(=C1C#N)Nc1ccccc12 (centres undefined) | -19 | -3
COc1ccc(CNC(=O)CCCc2ccccc2)cc1 | 15 | 1
COc1cccc(C#Cc2ccc3c(c2)[C@H]2[C@H](CCN2S(=O)(=O)c2ccc(C)cc2)[C@@H](CO)N3)c1 | 13 | -24

Whole records from above. Order of values: INS-1E GSIS act, FN deposit inh
Record of CC(=O)Nc1ccc2c(c1)CC(=O)N(C)C[C@H](C)[C@@H](CN(C)C)O2 : -2, -10
Record of O=c1c2ccccc2cnn1Cc1n[nH]c(=S)n1-c1ccc(Cl)cc1 : 38, 12
Record of CC(=O)N1c2ccccc2Nc2ccccc21 : -1, 8
Record of O=C(N/N=C/c1cccs1)c1ccccn1 : 17, -5
Record of COc1ccc(CNC(=O)CCCc2ccccc2)cc1 : 15, 1

Other compounds follow:
Molecule | INS-1E GSIS act | FN deposit inh
COc1ccc2[nH]c(=O)c(CN(Cc3cccs3)C(=S)Nc3cccc(C)c3)cc2c1 | 5 | -1
O=C(Nc1nc(N2C(=O)c3ccccc3C2=O)n(-c2ccccc2)n1)c1ccccc1 | -7 | 0
CC(C)Sc1nc2ccc(N3C(=O)C4CCCCC4C3=O)cc2s1 (centres undefined) | 0 | 1
COc1ccc(/C=C2/SC(=O)N(CCC(=O)Nc3ccc(S(=O)(=O)Nc4nccs4)cc3)C2=O)cc1 | -9 | 2
CCCNC(=O)COc1ccccc1[N+](=O)[O-] | 0 | -1
CCOc1ccc2nc(NC(=O)/C=C/c3ccc4c(c3)OCO4)sc2c1 | -3 | 1
Cc1ccc(S(=O)(=O)N2CC(O)CC2C(=O)OCc2nc3sc(C)c(C)c3c(=O)[nH]2)cc1 (centres undefined) | 2 | 2
CSc1nc(=S)n(Cc2ccccc2)c(C)c1C(C)=O | 10 | 2
CSc1c(SCc2ccccc2)cnn(-c2ccccc2)c1=O | -8 | 6
O=C(Nc1ccc(F)cc1F)c1cncc(Br)c1 | 14 | -22
CCCCn1c(SCC(=O)c2ccc(OC)c(OC)c2)nc2cc(S(N)(=O)=O)ccc21 | 21 | 3
O=C(/C=C/c1ccccc1Cl)Nc1cccc(S(=O)(=O)NC2=NCCCCC2)c1 | -23 | -1
Fc1ccc2nc(Nc3nc4c(F)cccc4s3)sc2c1 | -16 | -8
COc1cc(NC(=O)CCCc2c[nH]c3ccccc23)cc(OC)c1 | -4 | -8
O=C(Nc1ccc(-c2nc3ncccc3o2)cc1)c1ccco1 | 15 | 3
CC1CN(C(=O)/C(C#N)=C2\N=C(NC(=O)c3ccccc3Cl)c3ccccc32)CC(C)O1 (centres undefined) | 13 | -6
CCN(CC)S(=O)(=O)c1ccc(Cl)c(NC(=O)COC(=O)c2c(C)noc2C)c1 | -12 | -2
O=C1NCCOCc2cn(nn2)CC[C@H]1Cc1ccccc1 | -1 | -1
CCOC(=O)C1CCN(C(=S)Nc2ccc(S(N)(=O)=O)cc2)CC1 | 8 | -4
CCN(CC)S(=O)(=O)c1cccc(C(=O)N/N=C/c2cccc(O)c2O)c1 | 11 | 30
C[C@H]1CN([C@@H](C)CO)C(=O)c2c(c3ccccc3n2C)-c2ccccc2CO[C@@H]1CN(C)CC1CCCCC1 | -14 | -5
CC(C)NC(=O)Nc1ccc2c(c1)CC(=O)N(C)C[C@@H](C)[C@H](CN(C)S(C)(=O)=O)O2 | 7 | -13
O=C(CNC(=O)c1cccc(F)c1)N/N=C/c1ccc(O)c([N+](=O)[O-])c1 | -17 | 1
Cc1ccc([N+](=O)[O-])cc1S(=O)(=O)N(C(=O)c1ccncc1)c1ccc2oc3c(c2c1)CCCC3 | 7 | 2

Screens: PubChem, Broad Institute
